# CDK5 inh – CDK5/p35 (human) kinase inhibition | Recombinant CDK5/p35, ADP-Glo luminescence, 60 min | Q00535+Q15078 | inhibition, % at 10 µM | AID 488839 | actives 0.01% (n = 330,000);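 active = highest replicate inhibition of at least 50% and at least 75% of replicates reaching 50%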;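 also: plate controls were DMSO neutral control for no effect and GW8510 at 10 µM for full effect; many of its hits are not listed in these tables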
# Target sequence (Q00535 whole entry, looked up): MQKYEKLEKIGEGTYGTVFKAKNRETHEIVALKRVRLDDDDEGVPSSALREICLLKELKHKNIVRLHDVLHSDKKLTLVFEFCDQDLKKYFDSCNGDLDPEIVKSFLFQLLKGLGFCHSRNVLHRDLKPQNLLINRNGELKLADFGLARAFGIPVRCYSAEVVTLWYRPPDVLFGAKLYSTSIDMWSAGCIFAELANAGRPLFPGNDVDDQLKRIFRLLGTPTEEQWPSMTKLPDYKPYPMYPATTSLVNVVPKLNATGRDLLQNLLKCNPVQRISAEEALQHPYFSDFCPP
# Target sequence (Q15078 whole entry, looked up): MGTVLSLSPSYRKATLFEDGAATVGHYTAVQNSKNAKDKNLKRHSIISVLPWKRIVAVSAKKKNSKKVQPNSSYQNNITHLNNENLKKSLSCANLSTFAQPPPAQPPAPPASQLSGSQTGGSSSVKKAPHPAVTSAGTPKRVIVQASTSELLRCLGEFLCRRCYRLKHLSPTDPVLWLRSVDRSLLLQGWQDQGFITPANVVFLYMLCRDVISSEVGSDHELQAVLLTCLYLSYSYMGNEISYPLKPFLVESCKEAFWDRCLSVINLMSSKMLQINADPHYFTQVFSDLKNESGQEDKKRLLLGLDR
# HTR5A ag ctr – activates human HTR5A in OPRM1-OPRD1 agonist counter-screen | P47898 | HTR5A agonist assay, luminescence, cell-based | activation, % at 9.3 µM | actives 0.61% (n = 340,000) | AID 504692; in the data active = activation mostly above about 9.5%, no sharp cut-off; inactive = mostly below about 7.6%;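 also: 0% = cells with vehicle only and 100% = reference agonist; strong numbers were not always called active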
# phage Ecoli inh – E. coli growth loss with phage present. growth absorbance. inhibition, % at 11.9 µM. actives 0.26% (n = 360,000); in the data active = inhibition above about 11%
# Ecoli viability – bacterial growth inhibition, counter-screen for AddAB inhibitors; E. coli V3065 growth, OD600 absorbance, 18 h; inhibition, % at 11.9 µM; actives 0.27% (n = 330,000); AID 449728;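 active = inhibition above the campaign's mean inhibition across all tested compounds plus 3 SD, cut at about 9.9% in these data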;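 also: uninfected addAB+ strain grown without phage in ampicillin broth; 0% = DMSO wells and 100% = ciprofloxacin 0.95 µg/ml wells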
# PKA-R1A activ – activates the PKA-R1A holoenzyme complex. PKA-R1A dissociation, Cy5-IP20 fluorescence polarization; scaled: DMSO 0%, 113 µM cGMP 100%. activation, % at 11.4 µM. actives 0.083% (n = 340,000). AID 504707;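 active = percent activation above the mean of all tested compounds plus 3 SD, cut at about 19% in these data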;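 also: higher means more PKAc released from R1A so a rise in polarization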
# AddAB inh – less growth of phage-infected E. coli with AddAB; E. coli expressing H. pylori AddAB, absorbance growth; actives 0.29% (n = 330,000); inhibition, % at 11.9 µM; in the data active = inhibition above about 12%;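 also: 0% = vehicle wells of infected cells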
# Tat transport – inhibitors of E. coli Tat protein transport. E. coli MC4100 TorA-mCherry Tat export, fluorescence. inhibition, % at 10 µM. actives 0.036% (n = 340,000);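 active = mean replicate inhibition at least 50% and at least half of replicates individually reaching 50%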;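 also: exported cargo escapes ClpAP degradation while cytoplasmic cargo is degraded and loses fluorescence; 0% = median of neutral control wells and 100% = median of NaSCN control wells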
# Mot1-301 SUMO – inhibitors of SUMOylation pathway: yeast Mot1-301 growth rescue; S. cerevisiae Mot1-301 growth rescue, ATP luminescence, 38.5C; percent above DMSO median, 100 means doubled; growth rescue, % at 18.8 µM; actives 1% (n = 320,000); AID 2716;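 active = every valid replicate shows activation above 250% relative to neutral control wells; inactive = the rest, any valid replicate at or below 250%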;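 also: OY570 slx delta 5 strain wells were the positive control but not used for scaling; some compounds called inactive have numbers as strong as hits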
# HTR5A inv ctr – inverse agonist of human HTR5A in OPRM1-OPRD1 counter-screen. HTR5A cell line, luminescence, inverse agonism. inhibition, % at 9.3 µM. actives 0.083% (n = 340,000); in the data active = inhibition mostly above about 23%, no sharp cut-off; inactive = mostly below about 18%;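 also: 0% = cells with DMSO and 100% = no-cell wells with DMSO; some compounds called inactive have numbers as strong as hits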
# DAGLB inh – blocks human DAGLB lipase activity. Q8NCG7. HEK293T DAGLB membrane lysate, EnzChek fluorogenic substrate. inhibition, % at 5.17 µM. actives 0.059% (n = 340,000). AID 504411; in the data active = inhibition above about 34%;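 also: 0% = enzyme with vehicle and 100% = wells lacking enzyme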
# PKA-R2B act – activates the human PKA-R2B holoenzyme complex. PKA-R2B holoenzyme dissociation, Cy5-IP20 fluorescence polarization; R2B truncated from residue 108, S112A mutant; 0% DMSO only, 100% 113 µM cGMP. actives 0.079% (n = 340,000). P22694+P31323. activation, % at 11.4 µM;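 active = activation above a cutoff set at the mean over all compounds plus 3 SD, cut at about 18% in these data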;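 also: higher means more holoenzyme dissociation and a rise in polarization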
# Target sequence (P31323 whole entry, looked up, other chains not shown, the tested form may be a part): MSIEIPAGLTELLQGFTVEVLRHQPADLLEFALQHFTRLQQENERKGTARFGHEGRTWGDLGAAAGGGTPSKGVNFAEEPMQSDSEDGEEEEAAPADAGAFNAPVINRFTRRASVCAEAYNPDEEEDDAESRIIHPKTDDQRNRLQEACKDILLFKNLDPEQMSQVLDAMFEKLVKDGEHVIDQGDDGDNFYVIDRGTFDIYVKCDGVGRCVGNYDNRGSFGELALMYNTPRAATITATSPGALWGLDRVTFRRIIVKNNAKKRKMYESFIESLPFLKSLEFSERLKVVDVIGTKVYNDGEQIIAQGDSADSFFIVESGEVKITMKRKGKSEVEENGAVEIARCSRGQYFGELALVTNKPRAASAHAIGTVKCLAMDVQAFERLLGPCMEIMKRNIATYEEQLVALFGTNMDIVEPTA
# Active calls of the source: *; i = inactive; / = not tested or not shown.
SMILES	CDK5 inh	HTR5A ag ctr	phage Ecoli inh	Ecoli viability	PKA-R1A activ	AddAB inh	Tat transport	Mot1-301 SUMO	HTR5A inv ctr	DAGLB inh	PKA-R2B act
COC(=O)[C@H](Cc1ccccc1)NC(=O)Cn1ccc(NC(=O)OCc2ccccc2)nc1=O	-0.1	3	1.1	1.8	-2	-0.2	-3	-6	-8	3	-1
CCn1cc(CN2CCC(C(=O)Nc3cccc(-c4cscn4)c3)CC2)cn1	-0.2	-2	2.6	3.2	9	0.1	8	-5	6	1	6
O=C(NCc1cccs1)C(Cc1ccccc1)NS(=O)(=O)c1cccs1 (stereo not given)	0.9	2	3.1	-2.5	0	1.8	2	7	-25	9	-5
O=C(Nc1ccc(N2CCOCC2)cc1N1CCOCC1)c1cccs1	1.8	5	1.1	2.1	-9	3.0	-12	-4	-11	1	-9
CN(CC(=O)Nc1ccccc1Cl)C(=O)c1ccc(N2CCCCCC2)c([N+](=O)[O-])c1	-7.0	0	2.0	-0.3	-4	2.6	9	6	0	5	-2
CC(C)c1ccc(/C=N/n2cnnc2)cc1	3.3	-4	3.1	2.5	-4	2.2	1	14	-3	-1	-1
CCS(=O)(=O)N1CCCC(C(=O)NC2CCCC2)C1 (stereo not given)	0.9	4	1.2	-0.5	-9	0.3	-8	299	-4	1	-1
COCCNC(=O)C1CC(c2cccc(F)c2)=NO1 (stereo not given)	0.3	5	2.8	2.9	4	3.1	-13	-14	13	0	0
CN(C)S(=O)(=O)c1cccc(C(=O)Nc2cc(S(=O)(=O)N3CCOCC3)ccc2N2CCCC2)c1	0.3	-1	2.3	/	14	/	-2	/	7	0	-1
O=S(=O)(Nc1c(F)cccc1F)c1ccc2c(c1)OCCO2	-0.3	-3	-0.2	-0.4	9	4.2	-11	-21	-3	1	5
COc1cccc(C(=O)CN2C(=O)C(C)(C)Oc3ccc(C(=O)N4CCOCC4)cc32)c1	0.0	-7	0.5	-2.6	4	1.4	-3	231	16	1	1
Cn1nc(CSc2ccccc2)c(C=O)c1Cl	1.0	1	2.9	-0.2	-7	1.9	9	-7	-8	-1	-8
Cc1[nH]c(C(=O)O)c(C)c1C(=O)OC(C)C	1.5	3	2.3	2.5	-5	2.6	1	7	-10	0	-5
CCN(CC)S(=O)(=O)c1ccc(N=Cc2c(C)c(C#N)c(=O)n(C)c2O)cc1	-0.3	3	0.8	0.9	18	1.1	-1	12	-24	3	11
CCOc1ccc(N(CC(=O)O)S(=O)(=O)c2ccc(OC)c(OC)c2)cc1	1.0	3	2.9	0.5	-6	0.3	-6	-1	-16	-2	8
O=c1n(Cc2ccccc2Cl)c2sc3c(c2c2ncnn12)CCCC3	-0.6	0	0.9	/	-3	/	-5	/	0	-3	-3
COc1ccc(C(=O)n2nnc3ccccc32)cc1Br	-0.3	3	/	-0.1	4	1.8	-4	-8	-9	2	6
CC1CCN(C(=O)COC(=O)Cn2cnc3c2c(=O)n(C)c(=O)n3C)CC1	-2.5	-2	4.8	1.8	-4	0.2	-4	-1	6	-1	0
O=C(Cc1ccccc1)NCC(=O)N1CCC2(CC1)NCCc1[nH]cnc12	-0.5	-1	2.0	0.2	0	2.2	2	14	3	-2	2
Cc1cc(NC(=S)NC(=O)CC(C)C)ccc1Br	0.5	3	5.1	0.7	1	0.2	-7	32	-26	-13	5
O=S(=O)(c1ccc(Cl)cc1)N1CCCN(c2nc3ccc(Cl)cc3s2)CC1	0.8	3	3.1	-1.1	0	4.1	-1	2	9	-4	17
COc1ccc(N(CC(=O)Nc2ccc(S(=O)(=O)N3CCCCC3)cc2)S(C)(=O)=O)cc1OC	-0.9	3	3.4	-1.9	-5	-0.3	-2	-6	-8	-2	1
CCCCCCCCC(=O)N/N=C(\C)c1ccc(O)cc1O	0.5	-5	7.1	8.5	-6	11	-3	6	31	1	-3
C=C(C(=O)Nc1ccccc1)c1ccc(C)cc1	-2.7	-1	2.9	-1.8	-12	2.6	1	-7	-22	-2	-3
O=S(=O)(c1ccccc1)N1CCC(Oc2ccc(-n3cnnn3)cc2)CC1	-0.5	4	3.5	0.8	3	4.4	-4	3	-16	1	2
C=CCn1c(Cc2ccc(OC(C)C)c(Cl)c2)nnc1SCC(N)=O	-1.2	0	-0.7	1.9	-2	3.7	-10	27	6	-3	-14
COCCCNC(=O)c1cc2cc3cc(OC)ccc3nc2o1	-1.4	2	2.6	1.0	-2	-0.7	-8	-17	-8	2	-3
Cc1cc2c(C)nc(N/N=C/c3ccc([N+](=O)[O-])cc3)nc2o1	/	2	5.0	-3.0	-14	4.2	2	46	15	-1	-6
O=C(CN1CCCCC1)Nc1ccc(N2CCCCCC2)cc1	-4.2	5	3.0	-0.2	-9	0.8	-3	12	5	2	-8
CCCN(CCC)CC(O)CN(c1ccccc1)S(=O)(=O)c1ccc(C)cc1 (stereo not given)	-0.4	-2	2.8	0.1	-6	0.5	-2	/	13	-2	1
O=C(CCN1C(=O)C2C3C=CC(C3)C2C1=O)NCCc1ccccc1Cl (stereo not given)	0.6	2	2.7	1.2	8	0.7	-12	30	9	2	2
CCC(C)N(C(=O)CSc1nnc(-c2ccco2)n1C)C1CCS(=O)(=O)C1 (stereo not given)	-2.1	-7	4.0	0.2	8	2.0	2	7	18	4	3
Cn1c(=O)c2c(nc(Cl)n2CC(=O)N2CCCCC2)n(C)c1=O	-0.8	/	-0.1	0.0	-5	-1.4	-5	-1	/	-3	0
O=C(CCCN1C(=O)/C(=C\c2cccs2)SC1=S)NNC(=O)c1ccncc1	0.1	0	3.2	0.1	-14	-0.9	-10	28	0	0	7
O=C(Cc1cccc(C(F)(F)F)c1)Nc1ccccc1N1CCCC1	0.4	0	-0.2	0.9	-9	1.2	0	226	-11	-4	4
Cc1ccc(S(=O)(=O)Nc2nnc(C(C)(C)C)s2)cc1	1.4	-1	3.0	/	3	/	-11	-22	4	2	3
Cc1ccccc1OCCCC(=O)NCc1ccco1	-4.2	6	-1.3	1.2	-17	0.9	-3	2	-21	-6	5
COc1ccc(C(=O)Nc2ccc(-c3n[nH]c(=S)o3)cc2)cc1	-0.4	-3	0.7	/	-7	/	-1	3	10	3	-8
COc1ccc(OC)c(C2=NOC(C(=O)NCCN3CCOCC3)C2)c1 (stereo not given)	-0.2	2	4.5	-0.1	-5	1.2	0	-10	-10	1	13
CC1(C)Cc2c(c(-c3ccccc3)nc3[nH][nH]c(=O)c23)CO1	2.4	2	1.6	1.9	0	-0.2	3	-1	-15	-2	5
N#C/C(=C\c1cccc(OCC(=O)O)c1)c1nc2ccccc2[nH]1	0.1	-1	3.5	0.7	7	4.2	1	-8	2	3	3
COc1cccc(CN2CCN(C3CCN(c4cccc(C)c4C)CC3)CC2CCO)c1 (stereo not given)	1.2	-4	3.4	-0.8	11	-1.8	-4	10	14	-1	-4
COc1ccc(CC(=O)NNc2ncnc3c2cnn3C)cc1	1.5	-1	2.2	0.1	-3	1.7	-1	6	3	1	-2
O=C(/C=C/c1c(F)cccc1Cl)N1CCc2ccccc2C1	1.1	4	2.1	0.9	-6	-0.2	3	9	6	-9	3
O=C(COc1nsnc1N1CCOCC1)Nc1cccc(Cl)c1	-0.5	10	3.1	-1.7	-5	-3.5	0	51	-25	0	-1
Cc1cc(N)n(-c2ncnc3scc(-c4ccccc4)c23)n1	-0.5	2	2.5	-3.1	4	-1.5	-6	31	9	1	7
O=[N+]([O-])c1c(NCc2ccco2)ncnc1NCc1ccco1	-1.9	3	-0.4	/	1	/	0	/	-11	-12	-1
COc1ccc(/C=C(\NC(=O)c2ccc(OC)cc2)C(=O)Nc2cccc(C(=O)O)c2)cc1	0.3	-2	2.4	/	3	/	-4	9	9	-1	2
COC(=O)c1ccc(NC(=O)c2ccccc2)o1	-0.3	-1	1.3	-0.6	-4	3.9	-4	117	17	-3	4
CCCCOc1ccc([N+](=O)[O-])cc1C(=O)O	-0.5	5	4.4	1.3	-2	3.3	-2	1	11	0	-2
Cc1ccc(Nc2c(-c3ccc(N4CCOCC4)cc3)nc3ncccn23)cc1C	-0.2	2	0.7	-1.9	-2	1.6	2	i	-6	0	-9
CCCCN(CCCC)CCC(O)c1cc2c(Cl)cc(Cl)cc2c2cc(C(F)(F)F)ccc12 (stereo not given)	0.0	5	4.1	0.3	-17	-1.6	-16	-46	-19	-6	3
CC(=O)N/C(=N\OCc1ccccc1Cl)c1nonc1NC(C)=O	0.5	4	3.2	-1.7	-3	1.3	-4	10	-11	0	-11
Cc1cc(C)nc(N2N=C(C(F)(F)F)CC2=O)n1	-0.1	-1	-1.4	0.0	0	-4.8	-1	-13	-28	-3	4
CC1CCc2sc(C(=O)N(C)CC(=O)Nc3cccc(F)c3)cc2C1 (stereo not given)	0.0	3	0.9	1.6	-6	2.6	6	6	-5	-5	5
CCN(Cc1ccccc1)C(=O)c1c[nH]c2ccc(S(=O)(=O)N(C)CCC#N)cc2c1=O	1.3	3	3.7	1.0	3	1.6	-4	0	5	-1	7
O=S(=O)(c1ccccc1)c1cnc2ccccc2c1	0.3	9	-1.8	0.8	-1	4.2	9	-5	-25	1	1
COc1ccc(N2CCN(C(=O)c3ccc4c(c3)CC(c3ccccc3)OC4=O)CC2)cc1 (stereo not given)	-1.5	0	2.9	/	5	/	5	/	11	4	1
CN(c1ccccc1C(=O)N1CCc2ccccc2C1)S(C)(=O)=O	-0.4	5	0.0	-0.2	10	1.4	-9	-13	-14	2	5
CCC1CSC(Nc2ccc(C(=O)/C=C/c3ccc(OC)c(OC)c3)cc2)=N1 (stereo not given)	0.3	1	-2.1	0.0	-7	0.9	-4	-1	-19	2	-13

# The list goes on:
SMILES	CDK5 inh	HTR5A ag ctr	phage Ecoli inh	Ecoli viability	PKA-R1A activ	AddAB inh	Tat transport	Mot1-301 SUMO	HTR5A inv ctr	DAGLB inh	PKA-R2B act
CNC(=O)c1ccc(CNC(=O)OCC(F)(F)F)cc1	-1.4	9	0.8	-2.1	11	1.3	2	/	3	4	-2
O=C(Cc1ccccc1)Nc1ccc(N2CCN(Cc3ccccc3F)CC2)cc1	-3.1	4	2.5	-0.8	-5	1.4	0	-11	-11	-2	2
COc1ccc(N2CCN(C(=O)[C@H](C)NC(=O)c3ccccc3Cl)CC2)cc1	-0.7	10	3.0	1.3	2	0.9	1	-9	-29	-1	-5
Brc1cccc(CSc2nnc(-c3ccncc3)o2)c1	-0.5	-1	1.9	0.3	-17	0.6	7	12	3	-3	-6
CCN(CC)CC(=O)Nc1sc(C)cc1C(=O)c1ccc(C)cc1	-2.7	3	0.7	-0.6	-7	1.1	2	1	-5	-5	-1
COc1ccc(N2CCN(CCC(N)=O)CC2)cc1	1.1	-4	2.1	-2.3	5	1.3	-1	-16	6	-1	6

# High-throughput results (PubChem)
